# GLP-1R agonist: GLP-1 receptor (human) agonism. HEK293 GLP-1R CRE-luciferase, luminescence, 4-6 h; cells express a hypersensitive GLP-1R form. Potency, µM (top dose mostly 45.6 µM), for the others: at the top dose activation, most hits filed as activators. hit rate 0.007% among 380,000. P43220; further: potency means the concentration at half of the fitted maximal effect; % of control where 0% means no effect
# Target sequence (P43220 whole entry, looked up): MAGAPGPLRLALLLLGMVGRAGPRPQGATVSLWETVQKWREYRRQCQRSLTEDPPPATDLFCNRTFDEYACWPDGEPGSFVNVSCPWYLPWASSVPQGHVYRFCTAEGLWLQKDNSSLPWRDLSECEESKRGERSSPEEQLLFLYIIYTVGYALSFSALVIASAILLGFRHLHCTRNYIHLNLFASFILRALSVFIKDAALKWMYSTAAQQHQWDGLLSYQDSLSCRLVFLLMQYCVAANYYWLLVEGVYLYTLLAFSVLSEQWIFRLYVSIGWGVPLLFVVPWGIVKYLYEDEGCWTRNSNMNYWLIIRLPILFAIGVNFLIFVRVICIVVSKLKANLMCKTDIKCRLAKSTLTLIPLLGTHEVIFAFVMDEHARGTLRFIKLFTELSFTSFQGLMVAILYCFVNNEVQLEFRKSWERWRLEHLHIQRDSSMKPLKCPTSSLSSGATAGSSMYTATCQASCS
# DRD3 antagonist: blocks the human D3 dopamine receptor | P35462 | D3R cells, DiscoveRx beta-arrestin luminescence, antagonist mode; stronger effect = lower value | max response, negative = inhibition, % | hit rate 2.5% among 360,000 | AID 652054; in the data active means max response below about -50%; inconclusive means no clear call, values can overlap the other calls; further: on the % scale 0 is the no-effect control and ±100 the full control effect; mostly tested at two doses, the higher about 12 µM
# Target sequence (P35462 whole entry, looked up): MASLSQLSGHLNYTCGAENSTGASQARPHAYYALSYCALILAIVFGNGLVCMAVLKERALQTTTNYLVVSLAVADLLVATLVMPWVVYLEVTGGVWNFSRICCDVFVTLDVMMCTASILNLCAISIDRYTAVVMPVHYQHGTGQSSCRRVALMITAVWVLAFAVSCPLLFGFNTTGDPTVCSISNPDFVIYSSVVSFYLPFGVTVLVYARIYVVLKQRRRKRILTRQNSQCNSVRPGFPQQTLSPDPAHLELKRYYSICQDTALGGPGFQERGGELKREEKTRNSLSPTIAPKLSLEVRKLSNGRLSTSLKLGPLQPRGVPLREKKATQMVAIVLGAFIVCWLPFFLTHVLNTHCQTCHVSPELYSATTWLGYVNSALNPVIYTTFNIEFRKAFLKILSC
#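 Cells expressing the human receptor were seeded at 1500 cells/well, incubated overnight at 37 degrees C in 5% CO2, then exposed to library compounds with dopamine controls for 90 minutes at 37 degrees C before luminescent detection.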
# GLP1R cytotox: cytotoxicity counter-screen for GLP-1 receptor inverse agonists; HEK293 cAMP-luciferase reporter cells, luminescence, 24 h; Potency, µM (series often up to 38.3 µM), without a hit: top-dose activity change, negative = inhibition, hits mostly inhibitors; hit rate 0.13% among 410,000;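 further: loss of luciferase light is scored as toxicity; potency means the concentration at half of the fitted maximal effect; on the % scale 0 is the no-effect control and ±100 the full control effect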
#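 A 23 nL compound transfer followed 12 hours of cell culture at 37 deg C; exposure then lasted 24 hr. Luciferase assay detection reagent was dispensed and plates read for luminescence after a 12 min room-temperature wait.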
# IL2 activator: activators of IL-2 | IL-2 activation reporter assay, cell-based qHTS; stimulated with anti-CD3/CD4/CD28 beads; in transgenic mouse T cells | activation, % (series mostly up to about 46 µM) | hit rate 0.065% among 360,000; in the data active means activation above about 50%; inconclusive means mostly about 30% to 49%; further: 0% is about no effect
#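 Readout is EGFP and DsRed signal by fluorescent plate cytometry after 18 h at 37 degrees C. Transgenic mouse T cells (750/well) received compound for 60 min before bead stimulation (anti-CD3, anti-CD4, anti-CD28); memory T cells served as non-tolerant control.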
# PI5P4Ka inh: PI5P4K alpha (human) kinase inhibition | hit rate 1.2% among 330,000 | P48426 | max response, % | AID 652105 | PI5P4Kalpha enzyme, ADP-Glo luminescence, 60 min; stronger effect = lower value; active means max response of -50% or lower; inconclusive means between -30% and -50%; inactive means -30% or higher; further: value at the top dose of about 77 µM; on the % scale 0 is the no-effect control and ±100 the full control effect
#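 Human PI5P4Kalpha with substrate in 0.038 M HEPES pH 7.4, 0.28 mM EGTA, 0.1% CHAPS, 5% DMSO; reaction started with 5 microM ATP (final), 60 min at room temperature. ADP formed read by ADP-Glo luminescence.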
# GLP1R inv ag: acts as inverse agonist at human GLP-1 receptor; Potency, µM (series often up to 38.3 µM), without a hit: at the top dose activity change, negative = inhibition, hits mostly inhibitors; P43220; HEK293 GLP-1R CRE-luciferase, luminescence, 24 h; GLP-1R form is constitutively active; AID 624417; hit rate 1.6% among 410,000; further: potency means the concentration at half of the fitted maximal effect; on the % scale 0 is the no-effect control and ±100 the full control effect; nearly all actives have a fitted effect of over 55% in size
#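 HEK293 cells stably co-expressing constitutively active GLP-1R and a cAMP-responsive luciferase reporter were seeded in DMEM with 10% Nu serum, given compounds after 12 h, and incubated 24 h at 37 deg C. Luminescence was then read.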
# PLK1 PBD inh: inhibitors of human PLK1 polo-box domain binding | P53350 | Plk1 PBD binding of FITC phosphopeptide, fluorescence polarization | Potency, µM, without a hit: max response, negative = inhibition, most hits filed as inhibitors | hit rate 2.8% among 360,000 | AID 720504; further: potency means the concentration at half of the fitted maximal effect; series mostly up to about 57 µM; on the % scale 0 is the no-effect control and ±100 the full control effect; nearly all actives have a fitted effect of over 65% in size
# WRN inhibitor: WRN helicase (human) inhibition | WRN helicase unwinding, fluorescent forked duplex, kinetic | Potency, µM (titrated, usually from 114 µM), for the others: at the highest dose activity change, negative = inhibition, most hits filed as inhibitors | hit rate 0.46% among 360,000; further: potency means the concentration at half of the fitted maximal effect; on the % scale 0 is the no-effect control and ±100 the full control effect; nearly all actives have a fitted effect of over 55% in size
#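 Screening of the MLSMR collection measured strand separation of a quenched forked DNA duplex (100 nM) by 20 nM WRN with 2 mM ATP, all final. Compounds were preincubated with enzyme 15 min at room temperature.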
# D3 ag: activates the human D3 dopamine receptor. D3R DiscoveRx beta-arrestin cells, luminescence, 90 min. max activation, %. hit rate 0.58% among 410,000; in the data active means max activation above about 30%; further: 0% is about no effect; mostly tested at two doses, the higher about 12 µM
#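 Agonist mode: compounds and dopamine controls were applied to plated cells for 90 min at 37 degrees C after an overnight attachment at 1500 cells/well. Luminescent read-out followed 30 - 60 minutes at room temperature with DiscoveRx detection reagent.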
# The depositor's hits bear a star; u = inconclusive; x = no result given; & = joins results of further samples; [ ] = dose if it differs, or a comment. Unless noted, the call rests on the fitted dose curve; in most records, active means well fitted curve in the direction sought with a large enough effect; inconclusive means small, poorly fitted or top-dose-only effect, or another doubt; inactive means no such curve, though single readings can be large; an effect the other way counts as inactive or inconclusive.
nr | SMILES | GLP-1R agonist | DRD3 antagonist | GLP1R cytotox | IL2 activator | PI5P4Ka inh
1 | CCc1ccc(NC(=O)Cn2c(=O)n(CCC(=O)NC3CCN(Cc4ccccc4)CC3)c(=O)c3ccccc32)cc1 | -2% | -16 | 6% | 0.0 | -1
2 | CCN(CC)CCCNCC(=O)Nc1cc(C)on1 | -1% | 12 | 1% | 0.2 | 0
3 | Cc1ccc(N2CC(C(=O)Nc3nnc(SCCC4OCCO4)s3)CC2=O)cc1 (stereo not given) | -4% | 9 | 4% | -3.1 | -22
4 | COCC(=O)Nc1ccc(OCc2ccccc2)cc1 | 1% | 8 | -4% | -0.4 | 0
5 | CCOc1cc(NC(=S)NCCCN2CCOCC2)c(OCC)cc1NC(=O)c1cccs1 | 8% | -8 | 2% | -2.2 | 0
6 | O=C(Nc1cccc2ccccc12)C12CC3CC(C1)CC(n1cnc([N+](=O)[O-])n1)(C3)C2 | -21% | u | -1% | -1.2 | -8
7 | COc1cc(NS(=O)(=O)c2ccc(NC(=S)NC(C)=O)cc2)nc(OC)n1 | -3% | 0 | -10% | 1.8 | 2
8 | Cc1nnc(-c2cnn(C)c2N)n1Cc1ccccc1F | -7% | -1 | 1% | -2.4 | -6
9 | Oc1[nH]c2c(Cl)cc(Cl)cc2c1N=NC(=S)NCC1CCCO1 (stereo not given) | 11% | 7 | 4µM* | -3.3 | -4
10 | COc1ccc(CC(=O)Nc2ccc(S(=O)(=O)N3CCCC3)cc2)c(OC)c1 | -2% | 9 | -2% | 1.6 | -4

nr | GLP1R inv ag | PLK1 PBD inh | WRN inhibitor | D3 ag
1 | 1% | 1% | 11% | -12
2 | -2% | 1% | -4% | -5
3 | 6% | -20% | -30% | -1
4 | 6% | -6% | 10% | 1
5 | 12% | -10% | -4% | -14
6 | -27% | -4% | -15% | 2
7 | 18% | -19% | -7% | 4
8 | 6% | -5% | 7% | 1
9 | u | 2% | -2% | 11
10 | -4% | 8% | -8% | 2

# Entries of single compounds as entered above.
# Cc1ccc(N2CC(C(=O)Nc3nnc(SCCC4OCCO4)s3)CC2=O)cc1 (stereo not given) is listed with GLP-1R agonist = -4%; DRD3 antagonist = 9; GLP1R cytotox = 4%; IL2 activator = -3.1; PI5P4Ka inh = -22; GLP1R inv ag = 6%; PLK1 PBD inh = -20%; WRN inhibitor = -30%; D3 ag = -1
# COc1cc(NS(=O)(=O)c2ccc(NC(=S)NC(C)=O)cc2)nc(OC)n1 is listed with GLP-1R agonist = -3%; DRD3 antagonist = 0; GLP1R cytotox = -10%; IL2 activator = 1.8; PI5P4Ka inh = 2; GLP1R inv ag = 18%; PLK1 PBD inh = -19%; WRN inhibitor = -7%; D3 ag = 4

# Further entries
nr | SMILES | GLP-1R agonist | DRD3 antagonist | GLP1R cytotox | IL2 activator | PI5P4Ka inh
11 | O=[N+]([O-])c1ccc(O)c(Nc2ncnc3ccccc23)c1 | 0% | -4 | -4% | 0.2 | -6
12 | COc1ccccc1N1CCN(C2CCCN(Cc3cccc(O)c3)C2)CC1 (stereo not given) | -1% | -10 | -1% | 2.2 | 0
13 | O=C(COc1ccc2ccccc2c1)Nc1cccc(C(=O)Nc2ccccc2C(=O)O)c1 | -14% | 35 | u | -0.4 | -74*
14 | CSc1c(C#N)c(N)nc2sc(C(=O)c3ccccc3)c(N)c12 | 12% | -5 | 6% | 275* | -16
15 | c1ccc(Cn2nnc3c(NCC4CCCO4)nc(C4CC4)nc32)cc1 (stereo not given) | u | 3 | 4% | -0.3 | 5
16 | O=C(Nc1cccc(Cl)c1Cl)C1CC(=O)N(c2ccc(Br)cc2)C1 (stereo not given) | -15% | 9 | -4% | -0.2 | x
17 | O=C(O)C1NCCc2ccccc21 (stereo not given) | 0% | -18 | 5% | -2.6 | x
18 | O=C(CC1C(=O)NCCN1Cc1ccc(F)cc1Cl)NC1CCCCCCC1 (stereo not given) | 16% | 27 | -17% | -2.0 | -13
19 | O=C(CC(C(=O)O)P(=O)(c1ccccc1)c1ccccc1)c1ccccc1 (stereo not given) | -2% | 3 | -1% | -0.7 | 2
20 | NC1=NC2(CCCCC2)N(c2ccc(F)cc2)C(N)=N1 | -9% | -9 | -17% | 4.1 | -4

nr | GLP1R inv ag | PLK1 PBD inh | WRN inhibitor | D3 ag
11 | -2% | -25% | 5% | -4
12 | -25% | -10% | 4% | -20
13 | 0% | 24µM* | u | -2
14 | 64%[activator] | -13% | -8% | 10
15 | -26% | -1% | -7% | 4
16 | 0% | -1% | -1% | -12
17 | -9% | -3% | 3% | -15
18 | u | -13% | -15% | 11
19 | -10% | -8% | 17% | 16
20 | -1% | 3% | 8% | 9

nr | SMILES | GLP-1R agonist | DRD3 antagonist | GLP1R cytotox | IL2 activator | PI5P4Ka inh
21 | COc1ccc(-n2c(SCC(=O)N3CCCCC3)nnc2-c2cccnc2)cc1 | -6% | -4 | 6% | -2.4 | 1
22 | Cc1ccc(C)c(NC(=O)c2cc(-c3cccnc3)nc3ccccc23)c1 | 1% | 35 | 4% | 0.1 | 3
23 | O=c1c2ccccc2ncn1CCCCOc1ccccc1F | 9% | -16 | 3% | -0.7 | 4
24 | COc1ccccc1CNC(=O)CN1C(=O)COc2ccc(S(=O)(=O)N3CCCCC3)cc21 | 6% | -11 | -10%&-12% | -1.7 | -8
25 | Cc1c(-c2ccc(/C=N/NC(=O)C(=O)Nc3ccccc3F)o2)cccc1[N+](=O)[O-] | 9% | 8 | -23% | -0.3 | -26
26 | COc1ccccc1N1C(=NC(=O)COc2ccccc2)SC2CS(=O)(=O)CC21 (stereo not given) | 3% | -1 | -31% | 2.3 | 9
27 | CC(OC(=O)c1ccc(NC(=O)CC#N)cc1)C(=O)NC(=O)NC1CCCCC1 (stereo not given) | 1% | 16 | 0% | 0.4 | -28
28 | CCOC(=O)C1=NN(c2ccccc2)C2(S1)SC(C(C)=O)=C(C)N2c1ccccc1 (stereo not given) | -1% | -15 | -20% | -1.6 | 11
29 | Cc1cc(C)c(S(=O)(=O)NCc2ccncc2)c(C)c1 | 3% | 47 | -14% | -4.0 | 3
30 | COCCN1CCn2c(nc3cc(NC(C)=O)ccc32)C1 | -6% | 20 | 2% | 1.0 | -3

nr | GLP1R inv ag | PLK1 PBD inh | WRN inhibitor | D3 ag
21 | 14% | -19% | 2% | -3
22 | 2% | -8% | 2% | 0
23 | -4% | -4% | -2% | 0
24 | u | -5% | 1% | 2&-6
25 | 16% | 14% | -2% | -3
26 | -2% | 0% | -2% | -3
27 | u | -3% | -18% | 4
28 | u | -6% | -14% | -7
29 | 0% | 1% | 15% | 0
30 | 0% | u | -2% | 0

nr | SMILES | GLP-1R agonist | DRD3 antagonist | GLP1R cytotox | IL2 activator | PI5P4Ka inh
31 | O=C1CSC(c2ccccc2F)N1c1ccccc1 (stereo not given) | 9% | -9 | 1% | -1.9 | x
32 | Cc1ccccc1Cn1ccc(NC(=O)c2onc(C)c2Cl)n1 | -3% | 14 | 8% | -1.3 | -1
33 | O=C(N/N=C/c1cc(Br)cs1)c1ccccc1[N+](=O)[O-] | 3% | -11 | -15% | -0.2 | 4
34 | CCOc1ccc(-c2n[nH]c(C)c2Oc2ccccc2OC)c(O)c1 | -2% | -7 | 4% | -3.0 | x
35 | CCCCC1C(=O)N(c2ccccc2)N(c2ccc(O)cc2)C1=O (stereo not given) | -6% | -74* | u | -0.1 | u
36 | CCC(C)[C@H](NC(=O)N1CC(=O)Nc2ccccc21)C(=O)N[C@@H](C(=O)O)c1ccccc1 (stereo not given in full) | 8% | -2 | 0% | -0.8 | -1
37 | COC(=O)c1c(NC(=O)C(C)(C)C)sc2c1CCN(Cc1ccccc1)C2 | 4% | 22 | 1% | -2.2 | 0
38 | COc1cc(/C=C/C(=O)OCC(=O)Nc2ccc3c(c2)OCCO3)ccc1O | 9% | -19 | -1% | -1.6 | -11
39 | CCN1C(=O)[C@H]2[C@@H](c3ccc(OC)cc3)N[C@]3(CCCN(CC4CCCCC4)C3=O)[C@H]2C1=O | 1% | 21 | 1% | -3.1 | 9
40 | CCOC(=O)C1(CCOc2ccccc2)CCN(CC(O)CO)CC1 (stereo not given) | 6% | 1 | 2% | -0.6 | -8
41 | CC(=O)Nc1ccc(OCC(O)CN2CCN(c3ccc(F)cc3)CC2)cc1 (stereo not given) | 4% | u | 1% | -0.4 | 3
42 | O=C(NC1CCCC1)C1CCN(S(=O)(=O)c2cccc3cccnc23)CC1 | -9% | 5 | -10% | -3.2 | -7
43 | CCc1nc2ccc(C(=O)NCCCN3CCCC3=O)cn2c1N(CC)CCN(C)C | -5% | 15 | 4% | 1.3 | -1

nr | GLP1R inv ag | PLK1 PBD inh | WRN inhibitor | D3 ag
31 | -1% | -5% | -5% | 8
32 | u | -1% | 1% | 3
33 | u | -3% | -12% | -11
34 | u | -4% | -29% | 1
35 | u | 24µM* | 10% | -9&-14
36 | 16% | u | 1% | 9
37 | u | -3% | -10% | -4
38 | -23% | -22% | -6% | -23
39 | 7% | -4% | -10% | 10
40 | 1% | -4% | -1% | -1
41 | -10% | -3% | 2% | 5
42 | 6% | -6% | 9% | -1
43 | 19% | 1% | 4% | 3

# 3 compounds from above, arranged by heavy-atom count, rising:
nr | SMILES | GLP-1R agonist | DRD3 antagonist | GLP1R cytotox | IL2 activator | PI5P4Ka inh
14 | CSc1c(C#N)c(N)nc2sc(C(=O)c3ccccc3)c(N)c12 | 12% | -5 | 6% | 275* | -16
19 | O=C(CC(C(=O)O)P(=O)(c1ccccc1)c1ccccc1)c1ccccc1 (stereo not given) | -2% | 3 | -1% | -0.7 | 2
25 | Cc1c(-c2ccc(/C=N/NC(=O)C(=O)Nc3ccccc3F)o2)cccc1[N+](=O)[O-] | 9% | 8 | -23% | -0.3 | -26

nr | GLP1R inv ag | PLK1 PBD inh | WRN inhibitor | D3 ag
14 | 64%[activator] | -13% | -8% | 10
19 | -10% | -8% | 17% | 16
25 | 16% | 14% | -2% | -3

# Source: PubChem (National Center for Advancing Translational Sciences (NCATS))

# Not a hit list; any-hit rate near 7.8%.
